# DAX1 inh-1 = inhibitors of DAX1 repression of SF-1 activated StAR promoter; HEK293T StAR-luciferase reporter, SF-1/DAX-1 repression relief; AID 652010; inhibition, % at 6.8 µM; 370,000 tested, 1.1% active;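 active = inhibition above the mean over all tested compounds plus 3 SD, cut at about 3.6% in these data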;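 note: 0% = DAX-1 cells with DMSO and 100% = cells lacking DAX-1 with DMSO; higher inhibition means more luminescence from relief of DAX-1 repression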
# PLCb3 inh = PLC-beta3 (human) inhibition, primary screen; Q01970; Purified PLC-beta3, fluorogenic substrate, fluorescence; inhibition, % at 12.2 µM; 370,000 tested, 0.18% active; AID 720704; in the data active = inhibition above about 11%;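 note: 0% = median of compound wells on plate and 100% = full blocker control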
# hgDAF-12 ag = activates the H. glycines DAF-12 receptor ligand-binding domain | 370,000 tested, 1.8% active | AID 687014 | activation, % at 6.8 µM | HEK293 GAL4-hgDAF12 UAS-luciferase reporter, agonist luminescence; normalized to butyrate control;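 active = activation above a cutoff set at the mean of all screened compounds plus 3 SD, cut at about 10% in these data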;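 note: 0% = DMSO wells and 100% = sodium butyrate wells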
# DAX1 inh-2 = NR0B1 (DAX1) inhibition; P51843; HEK293 Gal4-DAX1 luciferase reporter, luminescence; inhibition, % at 6.75 µM; AID 504766; 340,000 tested, 0.99% active;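 active = inhibition above the mean over all tested compounds plus 3 SD, cut at about 4.2% in these data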;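 note: 0% = DAX1-transfected cells with DMSO and 100% = empty-vector control cells with DMSO; inhibition shows as a rise in luminescence from relieved DAX1 repression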
# ADAM17 inh = inhibits human ADAM17. P78536. recombinant ADAM17, EDANS/DABCYL FRET peptide cleavage. inhibition, % at 6.95 µM. 370,000 tested, 0.83% active;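 active = inhibition above the mean of compounds lying between control limits plus 3 SD, set per campaign, cut at about 8.5% in these data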;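 note: 0% = DMSO-only wells as the low control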
# ssDAF-12 act = activates DAF-12 receptor from parasite S. stercoralis. 370,000 tested, 1% active. activation, % at 6.8 µM. HEK293 ssDAF-12/GRIP1 lit1-tk-luc reporter, luminescence; % of 3 µM dafachronic acid response;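 active = activation above the mean over all tested compounds plus 3 SD, cut at about 0.9% in these data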;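 note: 0% = DMSO-only wells and 100% = 3 µM delta7-dafachronic acid wells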
# PLCg1 inh = blocks human PLC-gamma1 enzyme activity. purified PLC-gamma1, fluorogenic substrate, fluorescence. inhibition, % at 12.2 µM. 370,000 tested, 0.84% active. AID 720700; in the data active = inhibition above about 9.5%
# Target sequence (P19174 whole entry, looked up): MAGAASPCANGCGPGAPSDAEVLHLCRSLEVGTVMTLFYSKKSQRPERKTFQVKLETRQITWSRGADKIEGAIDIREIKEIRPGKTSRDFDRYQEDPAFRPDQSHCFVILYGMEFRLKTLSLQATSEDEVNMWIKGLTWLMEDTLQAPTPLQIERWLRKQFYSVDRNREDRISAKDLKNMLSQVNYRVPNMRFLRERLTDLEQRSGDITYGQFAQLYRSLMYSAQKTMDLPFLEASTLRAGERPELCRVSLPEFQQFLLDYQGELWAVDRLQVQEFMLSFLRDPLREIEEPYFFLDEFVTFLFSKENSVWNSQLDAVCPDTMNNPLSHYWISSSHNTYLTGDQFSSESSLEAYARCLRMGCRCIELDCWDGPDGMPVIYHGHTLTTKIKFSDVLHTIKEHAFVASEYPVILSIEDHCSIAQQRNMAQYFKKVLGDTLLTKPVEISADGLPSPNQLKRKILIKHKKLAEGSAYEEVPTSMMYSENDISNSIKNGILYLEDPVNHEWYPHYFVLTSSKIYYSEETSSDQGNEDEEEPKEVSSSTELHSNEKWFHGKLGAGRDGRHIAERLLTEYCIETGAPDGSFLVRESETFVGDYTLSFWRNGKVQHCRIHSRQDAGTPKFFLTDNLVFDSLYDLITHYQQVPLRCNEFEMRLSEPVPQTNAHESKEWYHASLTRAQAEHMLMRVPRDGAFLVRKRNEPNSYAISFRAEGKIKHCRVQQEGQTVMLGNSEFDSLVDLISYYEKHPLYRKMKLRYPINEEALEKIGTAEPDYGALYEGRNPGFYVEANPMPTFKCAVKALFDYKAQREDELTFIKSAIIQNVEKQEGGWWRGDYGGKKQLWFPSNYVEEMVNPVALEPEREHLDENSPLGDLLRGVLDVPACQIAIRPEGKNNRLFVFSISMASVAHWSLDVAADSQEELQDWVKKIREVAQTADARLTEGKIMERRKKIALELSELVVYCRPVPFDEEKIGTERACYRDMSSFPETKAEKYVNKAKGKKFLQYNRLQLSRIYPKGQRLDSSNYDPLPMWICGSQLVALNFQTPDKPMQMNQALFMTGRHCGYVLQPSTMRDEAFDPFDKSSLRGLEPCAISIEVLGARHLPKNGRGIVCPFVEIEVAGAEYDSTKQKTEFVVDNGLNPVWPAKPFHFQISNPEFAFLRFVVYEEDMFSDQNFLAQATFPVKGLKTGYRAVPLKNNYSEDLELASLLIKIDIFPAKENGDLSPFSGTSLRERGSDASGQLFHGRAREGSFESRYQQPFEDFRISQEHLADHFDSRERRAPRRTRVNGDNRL
# MBD2 inh = MBD2-methylated oligo binding inhibition; Q9UBB5; TR-FRET, MBD2 binding to methylated oligonucleotide; inhibition, % at 4.4 µM; 370,000 tested, 0.31% active; in the data active = inhibition above about 13%
# NR1D1 modulator = Rev-erb alpha (human) modulation | P20393 | 370,000 tested, 0.79% active | Rev-erbα–FITC-DNA binding, fluorescence polarization, 90 min | activity, % at 10 µM;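 active = activity above about 14%, limit read from the data; passing the limit was not always enough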;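 note: 0% = DMSO wells with 35 nM protein and 100% = DMSO wells with 750 nM protein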
# hcDAF-12 act = activates DAF-12 receptor from parasite H. contortus; HEK293 hcDAF-12 lit1-tk-luc reporter, luminescence; 0% DMSO, 100% Δ7-dafachronic acid; activation, % at 6.8 µM; 370,000 tested, 1.4% active; AID 652067;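 active = activation above the mean of all tested compounds plus 3 SD, cut at about 5.5% in these data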;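 note: 100% = response to 3 µM Δ7-dafachronic acid high control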
# SMARCA2 act = activators of SMARCA2 function. MG213 cells, MMTV-luciferase reporter, dexamethasone, overnight. activation, % at 9.1 µM. 370,000 tested, 1% active; in the data active = activation above about 7.8%;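 note: 0% = vehicle wells and 100% = reference activator wells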
# * = called active by the depositor; i = inactive; x = no result given.
SMILES,DAX1 inh-1,PLCb3 inh,hgDAF-12 ag,DAX1 inh-2,ADAM17 inh,ssDAF-12 act,PLCg1 inh,MBD2 inh,NR1D1 modulator,hcDAF-12 act,SMARCA2 act
Cc1cccc(C(=O)OCC(=O)N2CCCC2=O)c1O,-0.8,-13,2.9,1.3,-8,-0.9,-2,3,-2,-0.6,-3
Fc1ccc2cnc(-c3ccccc3F)cc2c1,0.9,-4,4.6,2.1,-4,-0.9,-2,0,1,2.9,5
COc1cccc(NC(=O)CCCn2nc(C)c3c(C)n(-c4ccccc4)nc3c2=O)c1,0.7,-5,2.3,-0.4,2,-0.5,9,0,-6,-1.5,-3
COc1ccc2oc(=O)cc(CN3CCN(Cc4ccc(OC)c(OC)c4OC)CC3)c2c1,-0.1,-80,-1.8,0.1,-24,-0.6,-61,0,1,-0.7,-3
C=C(C)CN(CC)C(=O)COc1ccc(S(=O)(=O)Nc2ccc(OC)cc2)cc1,-1.7,0,-2.8,0.7,-4,-1.8,4,0,-2,-1.4,-3
COc1cc(Cl)ccc1OCc1cc(C(=O)N2CCCCC2c2cccnc2)no1 (stereo unspecified),-0.3,-6,-0.5,0.3,0,-0.8,-3,-5,3,-1.2,-1
CCn1c(CNC(C)=O)nnc1SCC(=O)c1ccc(Br)cc1,-0.5,3,4.3,-0.3,0,-1.4,1,-3,1,-0.9,2
CCN(CC1CCCN(CCc2cccc(OC)c2)C1)C(=O)C=C(C)C (stereo unspecified),0.1,-3,-0.6,0.7,-2,-0.9,2,2,-3,-1.6,0
CCCCc1nc2c(C)c(N)cnc2n1Cc1cccc([N+](=O)[O-])c1,0.0,-8,0.9,-0.7,-2,-0.5,-3,0,-2,-0.4,-1
O=C(NCc1cccc(Cl)c1)c1cc(COc2ccc3ncccc3c2)on1,-4.3,-12,-8.0,-3.2,0,-3.3,-5,5,-2,-5.2,-7
C=CCN=C1NN=C(c2cc(C)n(CCOC)c2C)CS1,-3.2,-29,-16,-1.7,-2,-3.6,-22,-5,5,-6.8,-9
CCOC(=O)C1CCN(C(=O)c2ccc(Oc3cc(Cl)cc(Cl)c3)o2)CC1,0.0,-9,1.7,1.7,0,-0.5,1,-2,1,-1.2,-1
Cc1ccc(NC(=O)Cn2c([N+](=O)[O-])cnc2C)cc1Cl,0.0,-1,-3.0,-1.3,-3,-0.6,2,-1,-4,-1.9,0
CC1(O)N(CCC(=O)Nc2cccc(F)c2)C(=O)OC12CCCCC2 (stereo unspecified),0.8,-3,2.2,-0.7,-2,-1.4,3,-3,4,-0.3,-1
CCOc1ccccc1N1CCN(C2=C(NS(=O)(=O)c3cccs3)C(=O)c3ccccc3C2=O)CC1,-0.4,2,-1.3,-0.3,3,-1.3,3,-5,2,-1.0,-4
O=C(O)CCCN=CC1=C(O)C(C(=O)c2ccccc2)CCC1=O (stereo unspecified),0.7,-4,1.0,0.3,-7,-1.0,-3,-2,0,-0.8,-1
CC(OCC(O)CN(C)CCOc1ccccc1)c1ccc(Cl)cc1 (stereo unspecified),-1.0,2,1.4,0.9,2,-2.0,4,4,-1,-1.0,4
O=C(c1cc2c(ccc3ccccc32)o1)N1CCCCC1,15*,-2,18*,0.7,-1,1.2*,2,1,-3,6.8*,7
CCOc1ccc(NC(=O)CNC(=O)c2ccc(OC)cc2)cc1,0.3,-5,-0.5,1.1,-6,-1.6,-1,-3,1,-0.9,-1
O=C(COC(=O)Cc1ccsc1)Nc1ccc(S(=O)(=O)N2CCOCC2)cc1,0.1,0,1.8,2.9,-1,-1.1,2,5,-3,-2.2,1
CCCc1cc(=O)n(-c2nc3ccccc3s2)[nH]1,0.5,-5,-1.9,-0.6,-5,-0.5,-1,4,2,1.3,4
N#Cc1cn(CCOc2ccc(F)cc2)c2ccccc12,-0.6,-2,1.2,0.1,0,-1.2,1,-4,1,-1.1,-4
COc1ccc(NC(=O)C2CCCN(S(C)(=O)=O)C2)cc1Cl (stereo unspecified),0.3,-7,-2.3,2.2,-3,-1.4,2,-3,4,-2.2,0
O=C(CCCN1Cc2ccccc2C1)c1ccc(F)cc1,-0.2,-11,4.2,0.7,-15,0.5,-7,0,-3,1.1,-2
O=C(Nc1ccc2oc(-c3ccncc3)nc2c1)c1cccs1,-1.1,i,0.9,-1.4,-70,-0.9,i,-4,-2,-1.9,2

# In the list so far, these have a thiophene ring, fused or not:
SMILES,DAX1 inh-1,PLCb3 inh,hgDAF-12 ag,DAX1 inh-2,ADAM17 inh,ssDAF-12 act,PLCg1 inh,MBD2 inh,NR1D1 modulator,hcDAF-12 act,SMARCA2 act
CCOc1ccccc1N1CCN(C2=C(NS(=O)(=O)c3cccs3)C(=O)c3ccccc3C2=O)CC1,-0.4,2,-1.3,-0.3,3,-1.3,3,-5,2,-1.0,-4
O=C(COC(=O)Cc1ccsc1)Nc1ccc(S(=O)(=O)N2CCOCC2)cc1,0.1,0,1.8,2.9,-1,-1.1,2,5,-3,-2.2,1
O=C(Nc1ccc2oc(-c3ccncc3)nc2c1)c1cccs1,-1.1,i,0.9,-1.4,-70,-0.9,i,-4,-2,-1.9,2

# The results go on.
SMILES,DAX1 inh-1,PLCb3 inh,hgDAF-12 ag,DAX1 inh-2,ADAM17 inh,ssDAF-12 act,PLCg1 inh,MBD2 inh,NR1D1 modulator,hcDAF-12 act,SMARCA2 act
Clc1ccccc1/C=N/Nc1cc(N2CCOCC2)ncn1,0.2,-5,3.2,2.2,-1,-0.9,0,1,-2,0.5,1
Cn1c(CNC(=O)C(Cc2ccccc2)NC(=O)c2ccccc2F)cc(=O)n(C)c1=O (stereo unspecified),0.3,-3,1.1,0.2,-3,-0.9,1,3,1,-0.4,3
COc1ccccc1N1CC(C(=O)OCc2nc(N)nc(Nc3ccccc3)n2)CC1=O (stereo unspecified),0.7,-5,3.9,0.4,-4,-0.7,2,4,4,1.0,-3
Cc1ccc(CNC(=O)CCCN2C(=S)NC(C)(C)CC2C)cc1 (stereo unspecified),0.5,-3,-2.6,0.2,-2,-1.6,1,-3,3,-0.9,-3
CCCN1C(=O)/C(=N\OCC(=O)Nc2ccc(C(C)C)cc2)c2ccccc21,-1.1,-4,-0.7,-1.2,-5,-1.2,-3,2,7,-1.9,-3
CN(C(=O)COc1ccc(Oc2ccccc2)cc1)C1CCS(=O)(=O)C1 (stereo unspecified),0.4,-5,-0.8,0.1,0,-0.7,0,-2,2,-0.6,2
COc1ccccc1NS(=O)(=O)c1ccc(N/N=C/c2c(C)nn(-c3ccccc3)c2N2CCCC2)c([N+](=O)[O-])c1,0.2,1,-0.8,-0.6,-2,-0.6,1,4,-3,1.4,-2
CC1=C(C(=O)Nc2ccccc2)C(c2ccccn2)n2nc(CCCO)nc2N1 (stereo unspecified),0.0,-5,1.1,0.9,-8,-0.9,2,11,-2,-0.2,-3
COc1ccc(-c2nn(-c3ccccc3)cc2/C=C/C(=O)O)cc1[N+](=O)[O-],-0.2,-9,-3.9,-1.3,-6,-1.3,0,-4,1,1.0,0
COC(=O)c1cc(NC(=O)COC(=O)CCc2c[nH]c3ccccc23)cc(C(=O)OC)c1,0.4,-4,-0.2,-0.3,-5,-0.7,1,-5,0,1.8,-3
CSc1ccc(S(=O)(=O)N2CCC(C(=O)NCCCn3ccnc3)CC2)cc1,0.0,-7,2.1,-0.2,-2,-0.8,3,1,-6,-1.5,-1
O=C(NCc1ccco1)c1cccc(NC(=O)c2ccco2)c1,0.5,-1,-4.3,-1.4,0,-1.9,0,-2,0,-2.3,2
CC(C)(C)n1nc2c(c1NC(=O)Cc1ccc(F)cc1)CS(=O)(=O)C2,0.2,3,-1.1,0.6,-5,-0.7,1,0,-2,-1.0,-1
COc1ccccc1C=NNc1ccc([N+](=O)[O-])cn1,-0.6,0,1.5,1.5,-4,-1.0,0,-1,-4,2.2,1
CCOC(=O)N1CCN(C(=O)c2ccc3c(c2)NC(=O)/C(=C/c2ccccc2)S3)CC1,-0.4,-18,-1.0,0.2,0,-1.4,-7,-2,-12,-2.3,-4
Cc1cccc(C)c1NC(=O)NNC(=O)c1cc(C(C)(C)C)nn1Cc1ccccc1,0.4,-4,-0.2,0.3,1,-1.6,-2,3,1,-1.4,1
Cc1ccc2cccc(OCC(=O)N(C)CC(=O)Nc3ccc(F)cc3)c2n1,0.7,-22,-1.2,0.2,-5,-1.2,-18,-3,-1,-0.1,-3
Cc1cccc(/C=c2\s/c(=C\C(=O)C(C)(C)C)[nH]c2=O)c1,-0.5,-14,1.0,1.0,2,-1.5,-11,5,0,0.9,0
O=C(OCc1ccccc1)c1ccc(NCc2cc(O)ccc2O)cc1,-5.9,-6,-16,-5.6,3,-2.1,-5,-5,3,-3.6,-10
CCCC(c1nnnn1Cc1ccco1)N1CCC(C(N)=O)CC1 (stereo unspecified),0.3,5,0.2,2.2,0,-1.3,2,-1,3,-1.2,-2
COc1cc(/C=C/C(=O)NCCN2CCOCC2)cc(OC)c1OC,-0.3,-16,-0.1,0.1,-12,-0.9,-15,-4,-3,1.1,-2
COc1ccc(C(C)C)cc1S(=O)(=O)n1ccnc1C,0.1,10,-0.9,-0.1,2,-1.6,7,-7,4,-0.3,-4
C[C@H]1[C@@H](OC(=O)NCc2ccccc2)CC[C@@]23CCCN2C(=O)CCC[C@@H]13,x,1,-3.8,x,-1,-0.5,2,-1,-6,-1.0,x
O=C(NC(c1ccccc1)c1ccccc1)c1ccccc1,-1.2,5,1.7,0.4,-6,-1.1,3,11,-4,-1.6,-3
Cc1cc(NC(=S)N(CCN2CCCCC2)Cc2ccco2)ccc1Cl,-0.8,0,1.0,0.1,2,-2.4,4,-4,1,-0.2,6

# (list continues)
SMILES,DAX1 inh-1,PLCb3 inh,hgDAF-12 ag,DAX1 inh-2,ADAM17 inh,ssDAF-12 act,PLCg1 inh,MBD2 inh,NR1D1 modulator,hcDAF-12 act,SMARCA2 act
CC(=O)c1ccc(OCc2cc(C(=O)NCCn3nc(C)cc3C)no2)cc1,0.0,-10,0.7,1.5,-4,-0.5,-2,-2,-2,2.6,2
CCCCn1c(N)c(N(CC)C(=O)C2COc3ccccc3O2)c(=O)[nH]c1=O (stereo unspecified),-0.1,-4,-0.9,0.3,-2,-1.3,2,0,9,0.1,-2
COc1ccc(S(=O)(=O)N2CCOCC2)cc1NC(=O)c1cc2ccccc2o1,-3.2,-17,-2.9,-1.3,2,-1.8,-8,-8,-16,-0.5,-1
C=CCN(CC=C)S(=O)(=O)c1ccc(NC(=S)NC(=O)c2ccc(-c3ccccc3)cc2)cc1,0.0,7,3.6,-0.6,4,-1.1,4,-6,1,1.7,0
CC(=O)N/C(=C\c1ccc(F)cc1)C(=O)N(C)C,-0.1,3,0.7,-0.2,1,-1.1,7,-2,1,-2.1,-1
COc1cc(OC)cc(-c2c(C#Cc3ccsc3)c3cc(-c4ccccc4OC)ccc3n2C)c1,0.7,-73,4.0,0.9,-16,-1.5,-42,-3,1,-1.2,0
O=C(N[C@H](C(=O)N1CCC[C@H]1C(=O)NCCc1ccccc1Cl)c1ccccc1)c1cccs1,0.1,3,-2.9,x,-1,-0.9,5,-3,0,-1.4,1
Cc1c(C(=O)O)sc2nc3n(c(=O)c12)CCC(C)CC3 (stereo unspecified),0.0,2,-1.7,1.9,0,-1.1,3,-3,-2,0.6,6
Cc1cc(CNC(=O)COc2ccc(F)cc2F)c2ccccc2n1,-1.4,3,-3.2,-1.3,-4,-2.5,1,-2,-3,-2.6,0

# Screening results (PubChem)
